# GIRK2 activator: activators of NPY4-receptor-primed GIRK2 channels, summary, cell-based, HEK293, thallium flux | HEK293 GIRK2/NPY4 cells, thallium flux fluorescence | 34,000 tested, under 10 active | G protein-activated inward rectifier potassium channel 2 (Homo sapiens), P48051 | activation (% efficacy), % for hits at 37.5 µM;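 active = primary screen hit, no activity in plain HEK293 cells, and in GIRK2-only cells above 5% efficacy rising with concentration; inactive = the rest, including fluorescent compounds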;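 note: efficacy is normalized control-subtracted fluorescence 15 s after thallium addition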
# Target sequence (P48051 whole entry, looked up): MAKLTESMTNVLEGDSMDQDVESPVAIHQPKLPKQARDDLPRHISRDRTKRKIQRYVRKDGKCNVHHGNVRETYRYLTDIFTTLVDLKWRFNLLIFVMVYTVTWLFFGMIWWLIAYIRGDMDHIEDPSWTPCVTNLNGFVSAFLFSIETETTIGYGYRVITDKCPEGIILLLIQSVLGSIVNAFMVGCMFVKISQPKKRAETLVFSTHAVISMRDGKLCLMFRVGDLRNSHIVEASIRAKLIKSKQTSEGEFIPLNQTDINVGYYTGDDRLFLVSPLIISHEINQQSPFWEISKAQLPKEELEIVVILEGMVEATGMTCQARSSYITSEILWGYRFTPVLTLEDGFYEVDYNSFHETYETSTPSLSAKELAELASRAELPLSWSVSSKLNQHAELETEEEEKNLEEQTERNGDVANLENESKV
# Calls only; i = inactive.
nr	molecule	GIRK2 activator
1	COc1ccccc1-c1nc(COC(=O)c2nnn(-c3ccc(F)cc3)c2C)c(C)o1	i
2	COc1ccc(C(=O)N2CCN(c3ccccc3F)CC2)cc1OC	i
3	O=C(CSc1nnc(-c2ccncc2)o1)Nc1ccc(C(F)(F)F)cc1	i
4	Cc1cc(C(=O)NCCOc2cccc(C(F)(F)F)c2)ccc1[N+](=O)[O-]	i
5	CCCCOc1ccc(S(=O)(=O)NCCOc2ccc3nnc(C)n3n2)cc1	i
6	CCOc1cccc2sc(NC(=O)CCCS(=O)(=O)c3ccc(C)cc3)nc12	i
7	COc1ccc(NC(=O)C(=O)NCC(c2cccn2C)N2CCCCCC2)cc1Cl (stereo not drawn)	i
8	O=C(Nc1cccc(N2CCCC2=O)c1)c1ccc([N+](=O)[O-])cc1Cl	i
9	O=C(CC12CC3CC(CC(C3)C1)C2)NCCS(=O)(=O)N1CCN(c2ccccn2)CC1	i
10	O=C(Cn1nc2ccc(SCc3ccc(Cl)cc3)nn2c1=O)Nc1cccc(F)c1	i
11	COc1ccccc1Oc1ccc(S(=O)(=O)Nc2ccc3c(c2)OCCO3)cc1	i
12	Cc1ccsc1C(O)CNC(=O)c1ccsc1 (stereo not drawn)	i
13	O=C(Nc1ccc(S(=O)(=O)N2CCN(c3cnccn3)CC2)cc1)c1cccc(F)c1	i
14	CCOc1ccccc1NC(=O)N1CCN(c2ccc3nnc(C4CC4)n3n2)CC1	i
15	COc1cc(NS(=O)(=O)c2c[nH]c(=O)[nH]c2=O)cc(OC)c1	i
16	O=S(=O)(Nc1cccnc1)c1cccc(Cl)c1	i
17	COc1ccc(C)c2sc(N(CC3CCCO3)C(=O)c3ccnn3C)nc12 (stereo not drawn)	i
18	COc1ccc(NC(=O)/C(C#N)=C/N2CCN(Cc3ccc4c(c3)OCO4)CC2)cc1	i
19	Cc1ccc2nc3c(cc(C(=O)N4CCOCC4)n3C)c(=O)n2c1	i
20	CCc1ccc(OC)c(S(=O)(=O)NCc2ccsc2)c1	i

# 3 entries from above, set out differently.
8	O=C(Nc1cccc(N2CCCC2=O)c1)c1ccc([N+](=O)[O-])cc1Cl
  GIRK2 activator: i

9	O=C(CC12CC3CC(CC(C3)C1)C2)NCCS(=O)(=O)N1CCN(c2ccccn2)CC1
  GIRK2 activator: i

10	O=C(Cn1nc2ccc(SCc3ccc(Cl)cc3)nn2c1=O)Nc1cccc(F)c1
  GIRK2 activator: i

# Next section
nr	molecule	GIRK2 activator
21	O=C(Cc1csc(NC(=O)c2ccc(=O)[nH]c2)n1)NCc1ccc2c(c1)OCO2	i
22	O=C(NCc1cccc2ccccc12)N1CCC(c2cccs2)CC1	i
23	COc1cc(C(=O)NCCNc2ccc(Nc3ccncc3)nn2)cc(OC)c1OC	i
24	CC(=O)Nc1cccc(NC(=O)C(=O)NCC(c2ccco2)N(C)C)c1 (stereo not drawn)	i
25	CC(=O)c1ccc(NC(=O)C2CN(c3nc4c(C(F)(F)F)cccc4s3)C2)cc1	i
26	CCn1ccnc1N1CCN(C(=O)c2ccccc2S(=O)(=O)C(F)F)CC1	i
27	CC(O)(CNS(=O)(=O)c1ccc(F)c(Cl)c1)c1ccc2c(c1)OCO2 (stereo not drawn)	i
28	COc1cc(NC(=O)Nc2nc(-c3cc4ccccc4o3)cs2)cc(OC)c1OC	i
29	Cc1nc(NCc2ccc3c(c2)OCO3)nc(N2CCCCC2)c1[N+](=O)[O-]	i
30	O=C(CCc1csc(NS(=O)(=O)c2ccc(F)cc2)n1)Nc1ccc(Cl)cc1	i
31	O=C(Nc1ccc(N2CCCCC2=O)cc1)c1ccco1	i
32	Cn1nccc1-c1nnc(NC(=O)c2ccc(S(=O)(=O)N3CCCc4ccccc43)cc2)o1	i
33	CC(C)(C)NC(=O)C(=O)NCCCCN1CCOC(c2ccccc2)C1 (stereo not drawn)	i
34	COc1cn(-c2ccc(F)cc2)nc1C(=O)NCCN1CCOCC1	i
35	NC(=O)CSc1nc(-c2ccccc2)c(NC(=O)CC2CCCC2)s1	i
36	O=C(NCCC1=CCCCC1)C(=O)NCC(F)(F)F	i
37	O=C(CSc1ccc(NC(=O)c2cccs2)nn1)Nc1cccc(C(F)(F)F)c1	i
38	COc1ccc(CC(=O)Nc2ccc3c(c2)N(C(=O)C(C)(C)C)CC3)cc1OC	i
39	COc1ccc(NC(=O)Nc2ccc(CC(=O)N3CCC(O)CC3)cc2)c(OC)c1	i
40	O=C(c1ccccc1C(F)(F)F)N1CCC2(CC1)NC(=O)N(Cc1ccc(F)cc1)C2=O	i

# More compounds follow.
nr	molecule	GIRK2 activator
41	COC(=O)c1sc(NC(C)=O)c(C#N)c1C	i
42	O=C1CCc2cc(S(=O)(=O)N3CCc4ccccc4C3)cc3c2N1CC3	i
43	COCC(C)(O)CNC(=O)COc1ccccc1OC (stereo not drawn)	i
44	CCN(c1ccccc1)S(=O)(=O)c1ccc(C(=O)Nc2nc(C(C)C)cs2)cc1	i
45	COc1ccc(CC(=O)NCCNc2ccc(Nc3cc(C)ccn3)nn2)cc1	i
46	CC(C)S(=O)(=O)c1ccc(C(=O)N2CCN(c3nc4c(F)cc(F)cc4s3)CC2)cc1	i
47	COc1ccc2nc(N(CCN3CCOCC3)C(=O)/C=C/c3cccc([N+](=O)[O-])c3)sc2c1	i
48	Cc1ccc(S(=O)(=O)N2CCCc3ccc(NC(=O)COc4ccccc4)cc32)cc1	i
49	O=C(CCS(=O)(=O)c1ccccc1)N1CCC(c2nnc(-c3ccc(F)cc3)o2)CC1	i
50	COCc1ccc(C(=O)Nc2nnc(C)s2)o1	i
51	COc1ccc(-n2ccnc(SCC(=O)Nc3cc(Cl)ccc3OC)c2=O)cc1	i
52	Cc1cccc2c(=O)oc(-c3cccnc3)nc12	i
53	COC(=O)c1sc2ccccc2c1S(=O)(=O)N(C)CC(=O)Nc1cccc(C(F)(F)F)c1	i
54	CSc1ccccc1NC(=O)C1CCCN(c2ccc(-n3ccnc3)nn2)C1 (stereo not drawn)	i
55	CCCc1cc(=O)n(CC(=O)NCCc2ccccc2)cn1	i
56	COc1ccc(Cl)cc1S(=O)(=O)NCCCC(=O)NCc1ccccc1	i
57	CNC(=O)c1nsc(C(=O)NCc2ccc(OC)c(OC)c2)c1N	i
58	COc1cccc(-c2noc(-c3cc(-c4ccc(Cl)cc4)n[nH]3)n2)c1OC	i
59	Cc1sc2ncnc(N3CCN(Cc4ccc5c(c4)OCO5)CC3)c2c1C	i
60	COc1ccc(NC(=O)c2cccc(C(F)(F)F)c2)cc1N1CCCCC1=O	i

# Further compounds.
nr	molecule	GIRK2 activator
61	CC(C)C(=O)Nc1ccc(S(=O)(=O)NCC(c2ccccc2)N(C)C)cc1 (stereo not drawn)	i
62	Cc1cccc(NC(=O)Nc2cccc(-c3ccc4nncn4n3)c2)c1	i
63	Cc1ccc(OCCCC(=O)NCC(C)C)c(C)c1	i
64	CCOC(=O)C1(C)CNc2ccccc2C1 (stereo not drawn)	i
65	COc1ccc(S(=O)(=O)NCC2CCN(Cc3ccco3)CC2)cc1Cl	i
66	O=C(NCc1ccccc1Cl)C(=O)NCC1CCN(C(=O)c2ccncc2)CC1	i
67	CSc1ncccc1C(=O)N1CCC(CNC(=O)c2cc(C)cs2)CC1	i
68	Cc1ccc(NC(=O)Cn2cnc3c(-c4ccccc4)csc3c2=O)cc1	i
69	COc1ccc(NC(=O)CSC2=Nc3cccnc3Nc3ccccc32)cc1OC	i
70	Cc1cnn(C)c1C(=O)Nc1nc2c(C)c(Cl)ccc2s1	i
71	Cc1csc(NC(=O)CCCn2nc(-c3ccccc3)ccc2=O)n1	i
72	COc1ccc(NC(=O)C(=O)NCC(c2ccc(C)cc2)N2CCOCC2)c(OC)c1 (stereo not drawn)	i
73	CCOC(=O)C1CCCN(S(=O)(=O)CCNC(=O)c2ccc(OC)cc2)C1 (stereo not drawn)	i
74	N#Cc1ccccc1NC(=O)C(=O)NCC(O)Cc1ccccc1 (stereo not drawn)	i
75	COc1cccc(CNC(=O)C(=O)Nc2cccc(N3CCCC3=O)c2)c1	i
76	COC(=O)C(C)Sc1nc2c(c(=O)n(C)c(=O)n2C)n1CC(N)=O (stereo not drawn)	i
77	CCOc1cccc2sc(N(CCN(C)C)C(=O)c3ccn(C)n3)nc12	i
78	O=C(NCC1(O)CCOCC1)c1cc(Br)ccc1Cl	i
79	O=C(NCCC1=CCCCC1)C(=O)NCC1CCN(C(=O)Nc2ccc(F)cc2)CC1	i
80	CCC(=O)N1CCc2ccc(NC(=O)NCc3cccc4ccccc34)cc2C1	i

# Remaining list, next part:
nr	molecule	GIRK2 activator
81	COc1ccc(S(=O)(=O)CC(=O)N(CCN(C)C)c2nc3c(C)ccc(Cl)c3s2)cc1	i
82	CCN(CC)c1ccc(C(=O)Nc2nc3c(s2)C(=O)CC(C)(C)C3)cc1	i
83	COc1ccc(-c2nnc(NC(=O)Cc3ccc(F)cc3)o2)cc1OC	i
84	Oc1ccc(Br)cc1C(=S)N1CCN(C(=S)c2ccccn2)CC1	i
85	Cc1ccc(-n2ccnc2N2CCN(C(=O)c3c(F)cccc3F)CC2)cc1	i
86	COc1ccc2nc(-c3ccc(F)c(NC(=O)c4cc(Cl)ccc4Cl)c3)cn2n1	i
87	COC(=O)c1cc(-c2ccccc2)nc2c1c(C)nn2C1CCS(=O)(=O)C1 (stereo not drawn)	i
88	CNC(=O)C(=O)Nc1cccc(N2CCCC2=O)c1	i
89	O=S(=O)(CCc1ccccc1)NCCN1CCOC(c2ccccc2)C1 (stereo not drawn)	i
90	CC1(C)C(=O)NCCN1C(=O)c1ccco1	i
91	CCOc1ccc(NC(=O)CSC2CCCCC2)cc1	i
92	CC(=O)Nc1ccc(S(=O)(=O)NCC(=O)N2CCOC(c3ccccc3)C2)c(C)c1 (stereo not drawn)	i
93	CCOc1ccc(CC(=O)Nc2cc(-n3c(C)nc4ccccc4c3=O)ccc2F)cc1	i
94	O=C(Nc1ccc(F)cc1)N1CCN(c2ccc(Nc3cccnc3)nn2)CC1	i
95	COc1ccc(C(=O)Nc2ccc(S(=O)(=O)Nc3ccc(S(N)(=O)=O)cc3)cc2)cc1	i
96	CC(C)c1nnc(C2CCN(C(=O)C3c4ccccc4Oc4ccccc43)CC2)o1	i
97	COc1ccc(C(=O)NCCCn2nc(-c3ccccc3)ccc2=O)cc1OC	i
98	O=C(NCCn1nc(-c2ccncc2)ccc1=O)c1ccc(-c2ccccc2)cc1	i
99	COc1ccc(-c2cc(=O)n(CC(=O)Nc3nc(C)cs3)cn2)cc1	i
100	Cc1cc(=O)n(CC(=O)Nc2ccc(OC(F)(F)F)cc2)cn1	i

# Pulled by structure from the list above (4):
nr	molecule	GIRK2 activator
99	COc1ccc(-c2cc(=O)n(CC(=O)Nc3nc(C)cs3)cn2)cc1	i
26	CCn1ccnc1N1CCN(C(=O)c2ccccc2S(=O)(=O)C(F)F)CC1	i
87	COC(=O)c1cc(-c2ccccc2)nc2c1c(C)nn2C1CCS(=O)(=O)C1 (stereo not drawn)	i
50	COCc1ccc(C(=O)Nc2nnc(C)s2)o1	i

# Next part
nr	molecule	GIRK2 activator
101	Cc1ccc(S(=O)(=O)Nc2nc(CCC(=O)N3CCN(c4ccccn4)CC3)cs2)cc1	i
102	O=C(Cn1nc(-c2ccncc2)ccc1=O)Nc1ccc(F)c(Cl)c1	i
103	COc1ccc(-c2cc(CC(=O)NCCCN(C)C)no2)cc1OC	i
104	COc1ccc(S(=O)(=O)NCc2ccsc2)cc1Cl	i
105	O=C(Cc1csc(SCC(=O)c2ccc3c(c2)OCO3)n1)NC1CCCCC1	i
106	CC(C)S(=O)(=O)c1ccc(CC(=O)N2CCC(C(=O)NCC(F)(F)F)CC2)cc1	i
107	Cc1cccc(N(C)C(=O)CSc2ccc(-n3cnc(-c4ccc(Cl)cc4)c3)nn2)c1	i
108	CNC(=O)CSc1nc(-c2ccccc2)c(NC(=O)C(C)Oc2ccccc2)s1 (stereo not drawn)	i
109	Cn1nc(-c2cccc(NS(=O)(=O)c3cc([N+](=O)[O-])ccc3Cl)c2)ccc1=O	i
110	O=C(c1ccco1)N1CCc2ccc(NS(=O)(=O)c3ccc(Cl)s3)cc21	i
111	Cc1c(Cl)cccc1S(=O)(=O)N1CCC(Cn2c(C)nc3ccccc32)CC1	i
112	COc1cc2c(cc1OC)CN(C(=O)c1ccc(N3CCCC3)nn1)CC2	i
113	CCc1ccccc1NC(=O)NCCNc1ccc(Nc2cccc(C)n2)nn1	i
114	Cn1c(=O)c2c(SCC(=O)c3ccccc3)ccnc2n(C)c1=O	i
115	CN1CC(NC(=O)c2c(F)cccc2F)CC1=O (stereo not drawn)	i
116	COc1ccc(-c2csc(NC(=O)c3ccc(S(=O)(=O)C(C)C)cc3)n2)c(OC)c1	i
117	Cc1nn(C2CCS(=O)(=O)C2)c(C)c1CC(=O)Nc1cccnc1 (stereo not drawn)	i
118	CC(=O)N1CCN(S(=O)(=O)c2ccc(C(=O)NC3CC3)cc2)CC1	i
119	COc1cc(C(=O)Nc2nnc(-c3ccccc3SC)o2)cc(OC)c1OC	i
120	C=CCN(CC=C)Cc1nc2ccccc2[nH]1	i

# The results go on.
nr	molecule	GIRK2 activator
121	Cc1ccc(NC(=O)CCc2ccccc2)cc1N1CCCCC1=O	i
122	CCc1ccc(S(=O)(=O)NCC2CCN(CCOC)CC2)cc1	i
123	CCN(C(=O)c1ccc(=O)n(Cc2cccc([N+](=O)[O-])c2)c1)c1ccccc1C	i
124	CCOC(=O)c1ccc(NC(=O)CCc2sc(C)nc2-c2cccs2)cc1	i
125	CS(=O)(=O)N1CCC(C(=O)Nc2ccc3c4c(cccc24)CC3)CC1	i
126	Cc1[nH]c(=O)[nH]c(=O)c1CC(=O)Nc1nc(-c2ccco2)cs1	i
127	Cc1cccc(N2CCN(C(=O)c3snc(C(=O)N4CCCC4)c3N)CC2)c1C	i
128	Cc1cc(-c2nnc(SCC(=O)Nc3ccc(Cl)cc3)o2)c(C)o1	i
129	O=C(/C=C/c1ccccc1Cl)Nc1ccc2c(c1)C(=O)N1CCCCC1CCO2 (stereo not drawn)	i
130	Cc1cc(C(=O)N2CCN(c3nc4ccc(S(C)(=O)=O)cc4s3)CC2)on1	i
131	O=C(Nc1ccc(Cl)c([N+](=O)[O-])c1)c1ccc(=O)n(Cc2ccccc2)c1	i
132	O=C(Cc1nnc(-c2ccccn2)o1)NC1CCCCCC1	i

# Assay outcomes from PubChem.

# The list is partial, so the mix of outcomes need not match the whole.
